Bioassay records as filed in PubChem BioAssay.
S-ASM inh: Inhibitors of Secretory Acid Sphingomyelinase (S-ASM): qHTS. Sphingomyelin phosphodiesterase (Homo sapiens), P17405. placental ASM, HMU-PC fluorogenic substrate, 60 min. Potency, µM (highest dose often 57.5 µM), inactives show top-dose activity change, negative = inhibition, most hits filed as inhibitors. actives 0.006% (n = 340,000); note: potency is the fitted concentration of half-maximal effect
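Fluorogenic HMU-PC substrate (9 uM final) is turned over by placental ASM in 60 min at 37 C after a 10 min compound preincubation. Reaction ended by alkaline stop (pH 10), with fluorescence read at 386/447 nm.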
TSHR antagonist: Antagonists of the Thyroid Stimulating Hormone Receptor: HTS campaign | Thyrotropin receptor (Homo sapiens), P16473 | TSHR-expressing cells, TSH-stimulated cAMP HTRF, 2 h; active compounds read low | activity change, negative = inhibition, % at 11.5 µM | actives 0.2% (n = 330,000) | AID 504810, 2011;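 active = activity change below a set negative limit, meaning inhibition stronger than a set level, cut at about -70% in these data; inconclusive = activity change between two set negative limits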; note: % is set by controls: 0 for no effect and ±100 for the full control effect
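TSHR-expressing cells were treated with compounds, then stimulated with TSH at EC80 (4nM final) for 2 hours at 37 deg C. Cellular cAMP was measured by HTRF competition between lysate cAMP and cAMP-d2 for a cryptate-labelled anti-cAMP antibody.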
A-T KAP1 phos: qHTS Assay for Identifying a Potential Treatment of Ataxia-Telangiectasia. […] A-T fibroblasts, KAP-1 phosphorylation AlphaLISA; neocarzinostatin DNA damage 30 min before lysis. Potency, µM (titrated, usually from 57.5 µM), for the others: at the top dose activation, actives largely listed as activators. actives 0.19% (n = 320,000). AID 485349, 2010; note: potency is the fitted concentration of half-maximal effect; % of control where 0% means no effect; nearly all actives have a fitted effect of over 45% in size
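hTERT-immortalized A-T patient fibroblasts ([…]), 500 cells/well in OPTI-MEM, 1% FBS, got compounds for 60 min, then NCS for 30 min at 37C. Lysates were then assayed for phospho-KAP-1 by AlphaLISA (anti-pKAP1 donor, anti-KAP1 acceptor beads), 6 hr at 25C.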
MBNL1 CUG block: qHTS Assay for Inhibitors of MBNL1-poly(CUG) RNA binding; Muscleblind-like protein 1 (Homo sapiens), Q9NR56; TR-FRET MBNL1-His/biotin-(CUG)12 binding, 665/545 ratio; Potency, µM (top dose mostly 57.5 µM), without a hit: top-dose activity change, negative = inhibition, usual class: inhibitors; actives 0.036% (n = 280,000); AID 2675, 2010; active = well fitted inhibition curve with a large enough effect in the signal ratio, with a control signal flat, not every such curve was filed as active; inconclusive = small, poorly fitted or top-dose-only effect, or effect the other way, or a change in a side signal; inactive = no such curve, though single readings can be large or run the other way; the % refers to the signal ratio; note: potency is the fitted concentration of half-maximal effect; % is set by controls: 0 for no effect and ±100 for the full control effect
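Ratiometric TR-FRET (665 over 545 nm, excitation 340 nm) tracks disruption of MBNL1-His/biotin-(CUG)12 complex after 60 min at room temperature, with compounds at 92 nM to 58 uM final.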
TSG101-PTAP inh: qHTS Assay for Iinhibitors of HIV-1 Budding by Blocking the Interaction of PTAP/TSG101 | Tumor susceptibility gene 101 protein (Homo sapiens), Q99816 | Fluorescence polarization, FITC-PTAP peptide / Tsg101 binding | Potency, µM (highest dose often 115 µM), for the others: at the top dose activity change, negative = inhibition, actives largely listed as inhibitors | 340,000 tested, under 10 active; active = well fitted inhibition curve with a large enough effect in the main read-out, with a control signal flat, not every such curve was filed as active; inconclusive = small, poorly fitted or top-dose-only effect, or effect the other way, or a change in a side signal; inactive = no such curve, though single readings can be large or run the other way; note: potency is the fitted concentration of half-maximal effect; % of control where 0% means no effect
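Steps: Tsg101 binding domain dispensed (10 uM final), compounds pinned in DMSO, FITC-labeled PTAP-motif peptide added (50 nM final); after 20 min binding at room temperature, polarization measured.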
CXXC DNA block: qHTS Fluorescence Polarization Assay for Inhibitors of MLL CXXC domain - DNA interaction. Histone-lysine N-methyltransferase 2A (Homo sapiens), Q03164. MLL-CXXC / FITC-HOXA9 DNA fluorescence polarization. Potency, µM (top dose mostly 115 µM), for the others: at the highest dose activity change, negative = inhibition, usual class: inhibitors. actives 0.037% (n = 290,000). AID 2662, 2010; active = well fitted inhibition curve with a large enough effect in the polarisation, with a control signal flat, not every such curve was filed as active; inconclusive = small, poorly fitted or top-dose-only effect, or effect the other way, or a change in a side signal; inactive = no such curve, though single readings can be large or run the other way; the % refers to the polarisation; note: potency is the fitted concentration of half-maximal effect
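Fluorescence polarization: 7 uM MLL-CXXC (stock) preincubated 5 min with compounds, then 50 nM fluorescein-HOX-A9 DNA (stock) added; 30 min ambient. Buffer 50 mM Tris-HCl pH 7.5, 50 mM NaCl, 1 mM DTT, 0.05% BSA.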
Menin MLL FP TR: qHTS Assay for Inhibitors Targeting the Menin-MLL Interaction in MLL Related Leukemias: Competition With Texas Red Labeled MLL-derived Mutant Peptide | Potency, µM (doses to about 61.6 µM), for inactives: at the top dose FP activity change, negative = inhibition, usual class: inhibitors | O00255 | Menin + Texas Red MLL mutant peptide, fluorescence polarization | actives 0.23% (n = 270,000); active = well fitted inhibition curve with a large enough effect in the polarisation, with a control signal flat, not every such curve was filed as active; inconclusive = small, poorly fitted or top-dose-only effect, or effect the other way, or a change in a side signal; inactive = no such curve, though single readings can be large or run the other way; the % refers to the polarisation; note: potency is the fitted concentration of half-maximal effect; % of control where 0% means no effect; many of its hits are not listed in these tables
Mito fusion act: qHTS Assay for Small Molecule Inhibitors of Mitochondrial Division or Activators of Mitochondrial Fusion | S. cerevisiae fusion-defective mutant growth rescue, CellTiterGlo 48 h | AID 485298, 2010 | Potency, µM (top dose mostly 46.1 µM), for the others: at the top dose growth rescue (activation), hits mostly activators | actives 0.23% (n = 320,000);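 note: potency is the fitted concentration of half-maximal effect; % of control where 0% means no effect; nearly all actives have a fitted effect of over 45% in size; temperature-sensitive fusion mutants such as fzo1-1 at 37 °C on non-fermentable ethanol glycerol medium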
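Growth-rescue viability read-out: after 48 h at the non-permissive 37C in glycerol/ethanol YPEG, yeast mitochondrial fusion mutants are measured by CellTiterGlo luminescence; compounds (23 nl pinned per well) restoring growth score as division inhibitors or fusion activators.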
TCR activator: Activators of T cell receptors: qHTS campaign | primary human leukocytes, anti-CD3, IL-2 HTRF, 48 h | Potency, µM (titrated, usually from 9.22 µM), inactives show top-dose activation of IL-2 secretion, hits mostly activators | 330,000 tested, under 10 active; note: % of control where 0% means no effect
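Using a-CD3 beads without co-stimulation, primary human leukocytes were exposed to compounds for 48 hr. An HTRF IL-2 kit measured the cytokine, with europium-to-d2 energy transfer producing emission at 665nm upon 320nm excitation.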
Integrin act MD: qHTS for Activators of Integrin-Mediated Alleviation for Muscular Dystrophy. Potency, µM (titrated, usually from 38.3 µM), for the others: at the highest dose activation, actives largely listed as activators. actives 0.064% (n = 350,000). alpha7betagal myoblasts, beta-gal FDG fluorescence, 48 h. AID 624291, 2012;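 note: potency is the fitted concentration of half-maximal effect; 100% = response of the positive control SU9516; nearly all actives have a fitted effect of over 60% in size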
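alpha7betagal+/- myoblasts (passage 13, 250/well) treated 48 h at 37C with compounds at 1:260 dilution of DMSO stock. Lysed, then beta-galactosidase activity read as FDG fluorescence (ex 480/em 540) after 30 min, with pre-read for autofluorescence.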
The depositor's hits bear a star; ? = inconclusive; · = not tested or not shown; [ ] = another dose, or the depositor's remark. Unless noted, calls come from the whole dose curve; as a rule, active = well fitted curve in the direction sought with a large enough effect; inconclusive = small, poorly fitted or top-dose-only effect, or another doubt; inactive = no such curve, though single readings can be large; an effect the other way counts as inactive or inconclusive. Only part of the results is shown (hit frequency here may not be typical).

Results follow in this order: Menin MLL FP TR | MBNL1 CUG block | Integrin act MD | Mito fusion act | A-T KAP1 phos | S-ASM inh | TSHR antagonist | TSG101-PTAP inh | TCR activator | CXXC DNA block
- CN(C)c1ccc(N=Nc2ccccc2C(=O)OCC(=O)NC2CCCC2)cc1
    -20% | ? | -53%[inhibitor] | 16% | -6% | ? | 0 | 5% | 2%[46.1 µM] | 5%
- CCCS(=O)(=O)N1CCCC(C(=O)N2CCN(C(=O)OCC)CC2)C1 (centres undefined)
    5% | -14% | 16% | 0% | -4% | 2% | 6 | -4% | 4% | -1%
- Cc1cccc(NC(=S)NNc2ncc(C(F)(F)F)cc2Cl)c1
    1% | -5% | 2% | -2% | -1% | 1% | -1 | 0% | 2%[46.1 µM] | 13%
- Cc1cc(C)n(-c2ccc([N+](=O)[O-])cc2-c2nn[nH]n2)n1
    5% | ? | 29% | -10% | -5% | 2% | -23 | -3% | 0% | 4%
- CCOc1ccccc1Nc1cc(C)c2cccc(C)c2n1
    ? | -1% | -15% | -1% | 9% | 40%[activator] | -2 | 0% | -1% | 5%
- CCOc1ccc(-c2nnc(NC(=O)CCCOc3cccc(C)c3)o2)cc1
    4% | -14% | -29% | 5% | 5% | -3% | 0 | -4% | · | 6%
- Cc1cc(/C=C2\NC(=S)N(C)C2=O)ccc1N1CCCC1
    ? | ? | -12% | -7% | 1% | 0% | -14 | ? | -3% | ?
- CC1CC(=O)c2cn3c(nc2C1)nc1ccccc13 (centres undefined)
    -11% | 13% | 8% | -1% | · | -1% | 3 | -8% | · | 1%
- CN1CCN(C(=S)c2cn(Cc3cccc(F)c3)c3ccccc23)CC1
    -11% | -5% | -11% | -11% | 2% | -6% | -12 | -3% | -2% | 5%
- O=C(CN(CC1CCCO1)C(=O)CNS(=O)(=O)c1ccc(Cl)cc1)NC1CCCC1 (centres undefined)
    7% | -3% | 3% | -6% | -2% | 2% | 9 | -5% | 0% | 1%
- COC(=O)c1[nH]c2ccc(Cl)cc2c1NC(=O)c1ccccc1[N+](=O)[O-]
    4% | -4% | -24% | -7% | -1% | 7% | -4 | 1% | 0%[46.1 µM] | 6%
- O=C(CC(CC(=O)c1ccc(Cl)cc1)c1ccccc1C(=O)O)c1ccc(Cl)cc1
    26% | -6% | 33% | 6% | 0% | -4% | 1 | 0% | -1% | -3%
- COc1cccc(NS(=O)(=O)c2nc3nc(C)cc(C)n3n2)c1
    -3%[11.7 µM] | 4% | -14% | 4% | 3% | 0% | 5 | -1% | 2% | -13%
- O=S(=O)(NCCO)c1ccc2c(c1)Cc1cc(S(=O)(=O)NCCO)ccc1-2
    -12% | -8% | 21% | -7% | 7% | 2% | 10 | -2% | 5% | -7%
- COc1cc2nc(C3CCC3)n(NC(=O)C(OC(C)=O)c3ccccc3)c(=O)c2cc1OC (centres undefined)
    11% | -5% | 16% | -3% | -23% | -1% | 9 | -14% | 5% | 9%
- CCCC(=O)Nc1cc(-c2nn(C)c(=O)c3ccccc23)ccc1OC
    -3% | 0% | 12%[7.66 µM] | 0% | 1% | 4% | 3 | -6% | -4% | 0%
- CN(C)S(=O)(=O)c1cccc(NC(=O)COC(=O)/C=C/c2ccc3c(c2)OCO3)c1
    1% | 13% | ? | -4% | -2% | -10% | 8 | -3% | -1% | -6%
- O=C(c1ncc[nH]1)c1ccco1
    -2% | -6% | 0% | 1% | 4% | 5% | 2 | 0% | -8% | 1%
- c1ccc(-c2nnc(SCc3nc4ccccc4[nH]3)o2)cc1
    -20% | -10% | -7% | 2% | -3% | 10% | -9 | -5% | 0% | 4%
- Clc1ccc(CCNc2ncnc3c2nnn3Cc2ccccc2)cc1
    4% | 0% | 2% | 0% | 4% | 2% | -15 | 0% | · | 16%
- COCc1cc(=O)[nH]c(SCC(=O)c2ccccc2)n1
    · | -8% | -20% | 1% | 5% | 2% | 3 | -3% | -16% | 3%
- CN(Cc1nnc(SCC(=O)NCCc2ccccc2)n1C)S(=O)(=O)c1ccccc1
    -1% | 4% | 5% | 2% | 5% | 4% | 5 | -2% | -5% | -7%
- Cc1ccc(S(=O)(=O)N2CCN(C(=O)CCn3cncn3)CC2)cc1C
    · | 1% | -26% | 4% | 3% | -1% | -7 | 0% | 4% | 12%
- Cc1ccc(OCc2ccc(C(=O)O)o2)cc1C
    7% | -7% | 7% | 19% | 0% | 8% | -1 | -13% | -2% | 4%
- O=C(CN1CCN(Cc2ccccc2)CC1)NC(=O)NC1CCCCC1
    6% | -6% | -12% | 2% | 1% | 5% | -3 | -7% | 0% | 8%
- O=C(CCN1C(=O)C2C3C=CC(C3)C2C1=O)N1CCN(c2ccc(F)cc2)CC1 (centres undefined)
    1% | 3% | -3% | 2% | 13% | 3% | -3 | 0% | 5% | 2%
- Cc1cc(OCC(=O)Nc2ccccn2)c2c(C)cc(=O)oc2c1
    · | 0% | -32% | 11% | -5% | 4% | 0 | -4% | -2% | -4%
- COc1ccccc1/C=N/NC(=O)c1cccc(NC(=O)c2ccccc2C)c1
    8% | -1% | -18% | -3% | 0% | -1% | -11 | -8% | 2% | 8%
- O=C(COc1ccc2c3c(c(=O)oc2c1)CCC3)NCc1cccnc1
    · | 1% | 18% | -2% | 9% | -1% | 2 | -5% | 2% | 5%
- C#CCOCCOCCOCCNc1nc(N2CCN(C(=O)[C@H]([C@@H](C)O)n3cc(CCCCN)nn3)CC2)nc(N2CCN(C(=O)[C@H](CCCCN)n3cc(CCCC)nn3)CC2)n1
    · | · | -7% | -5% | 14% | 0% | 1 | -1% | 16% | ·

The final two records of the part above open the next one:
Results follow in this order: Menin MLL FP TR | MBNL1 CUG block | Integrin act MD | Mito fusion act | A-T KAP1 phos | S-ASM inh | TSHR antagonist | TSG101-PTAP inh | TCR activator | CXXC DNA block
- O=C(COc1ccc2c3c(c(=O)oc2c1)CCC3)NCc1cccnc1
    · | 1% | 18% | -2% | 9% | -1% | 2 | -5% | 2% | 5%
- C#CCOCCOCCOCCNc1nc(N2CCN(C(=O)[C@H]([C@@H](C)O)n3cc(CCCCN)nn3)CC2)nc(N2CCN(C(=O)[C@H](CCCCN)n3cc(CCCC)nn3)CC2)n1
    · | · | -7% | -5% | 14% | 0% | 1 | -1% | 16% | ·
- COc1ccc(NCCC#N)cc1
    -5% | 7% | 12% | -1% | -6% | 3% | 16 | -1% | -10% | 12%
- O=C(NC1CCCC1)C1CC(c2ccc(F)cc2)=NO1 (centres undefined)
    · | -28% | ? | -3% | 3% | 3% | 39 | -4% | -2% | 17%
- O=C(COC(=O)c1cccs1)NC1CCCCC1
    -13% | 3% | -1% | -2% | -5% | 1% | -2 | -1% | 4% | 18%
- Cc1ccc(C(=O)O)cc1S(=O)(=O)N1CCSCC1
    10% | -16% | 0% | -3% | -9% | 1% | -1 | -6% | 0% | 4%
- CC(C)(C)c1ccc(C(=O)NNC(=S)NCC2CCCO2)cc1 (centres undefined)
    7% | · | -14% | -6% | -5% | 1% | 0 | -4% | -5%[46.1 µM] | -27%
- O=C(Nc1ccc(Cl)c(C(F)(F)F)c1)NC1CC2CCCC(C1)N2C1CC1 (centres undefined)
    · | · | -48%[inhibitor] | · | · | 0% | · | -5% | 3% | ·
- COc1ccc(-c2cc(C(=O)OCC(=O)N3CCCC3)c3ccccc3n2)cc1
    51%[activator] | ? | -9% | 11% | 20% | 309%[activator] | -14 | -6% | -4% | 3%
- Cc1cc(C)c(S(=O)(=O)Nc2nnc(C3CCCCC3)s2)c(C)c1
    6% | -8% | -4% | 5% | 3% | -14% | -3 | 0% | 2% | 1%
